TSHR antag – blocks TSH signaling through the human TSH receptor | P16473 | TSHR-expressing cells, TSH-stimulated cAMP HTRF, 2 h; hits give low values | activity change, negative = inhibition, % at 11.5 µM | hit rate 0.2% among 330,000 | AID 504810;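 active = activity change below a set negative limit, meaning inhibition stronger than a set level, cut at about -70% in these data; inconclusive = activity change between two set negative limits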; note: % is set by controls: 0 for no effect and ±100 for the full control effect
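Competitive HTRF cAMP read-out (cryptate anti-cAMP antibody, cAMP-d2; 30 min, room temperature) in freshly harvested TSHR cells. Compounds added before TSH at EC80 (4nM final), followed by 2 hours' incubation at 37 deg C.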
Menin-MLL TR inh – inhibitors of human menin-MLL interaction, mutant MLL peptide. O00255. Menin + Texas Red MLL mutant peptide, fluorescence polarization. Potency, µM (doses to about 61.6 µM), for the others: top-dose FP activity change, negative = inhibition, actives largely listed as inhibitors. hit rate 0.23% among 270,000; active = well fitted inhibition curve with a large enough effect in the polarisation, with a control signal flat, not every such curve was filed as active; inconclusive = small, poorly fitted or top-dose-only effect, or effect the other way, or a change in a side signal; inactive = no such curve, though single readings can be large or run the other way; the % refers to the polarisation; note: potency is the fitted concentration of half-maximal effect; % of control where 0% means no effect; many of its hits are not listed in these tables
TCR activator – T cell receptor activation; 330,000 tested, under 10 active; Potency, µM (titrated, usually from 9.22 µM), without a hit: at the highest dose activation of IL-2 secretion, actives largely listed as activators; primary human leukocytes, anti-CD3, IL-2 HTRF, 48 h; note: % of control where 0% means no effect
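Readout: HTRF IL-2, Eu-cryptate/d2 antibody pair, 320nm excitation, 665nm emission. Stimulus: a-CD3 beads, no co-stimulation. Cells: primary human leukocytes. Exposure: 48 hr with compound.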
Mito fusion yeast – blocks mitochondrial division or promotes mitochondrial fusion; Potency, µM (highest dose often 46.1 µM), inactives show at the top dose growth rescue (activation), usual class: activators; S. cerevisiae fusion-defective mutant growth rescue, CellTiterGlo 48 h; hit rate 0.23% among 320,000; AID 485298;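 note: potency is the fitted concentration of half-maximal effect; % of control where 0% means no effect; nearly all actives have a fitted effect of over 45% in size; temperature-sensitive fusion mutants such as fzo1-1 at 37 °C on non-fermentable ethanol glycerol medium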
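Yeast fusion mutant, YPEG (non-fermentable carbon), compound, 48 h at 37C non-permissive; CellTiterGlo added, 10 min RT, luminescence read. Rescued growth = division inhibition.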
MBNL1 CUG block – blocks human MBNL1 binding to CUG repeat RNA. Q9NR56. TR-FRET MBNL1-His/biotin-(CUG)12 binding, 665/545 ratio. Potency, µM (highest dose often 57.5 µM), for the others: at the highest dose activity change, negative = inhibition, most hits filed as inhibitors. hit rate 0.036% among 280,000; active = well fitted inhibition curve with a large enough effect in the signal ratio, with a control signal flat, not every such curve was filed as active; inconclusive = small, poorly fitted or top-dose-only effect, or effect the other way, or a change in a side signal; inactive = no such curve, though single readings can be large or run the other way; the % refers to the signal ratio; note: potency is the fitted concentration of half-maximal effect; % is set by controls: 0 for no effect and ±100 for the full control effect
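His-tagged MBNL1 binding to biotinylated (CUG)12 RNA was measured by TR-FRET using terbium anti-His antibody (0.055 ng/ul final) and streptavidin-XL665 (5 nM final). Compounds were titrated 92 nM to 58 uM; 60 min at room temperature.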
Integrin act MD – integrin-mediated muscular dystrophy alleviation activation | alpha7betagal myoblasts, beta-gal FDG fluorescence, 48 h | Potency, µM (top dose mostly 38.3 µM), inactives show at the highest dose activation, actives largely listed as activators | hit rate 0.064% among 350,000 | AID 624291;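 note: potency is the fitted concentration of half-maximal effect; 100% = response of the positive control SU9516; nearly all actives have a fitted effect of over 60% in size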
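alpha7betagal+/- myoblasts (passage 13, 250/well) treated 48 h at 37C with compounds at 1:260 dilution of DMSO stock. Lysed, then beta-galactosidase activity read as FDG fluorescence (ex 480/em 540) after 30 min, with pre-read for autofluorescence.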
S-ASM inh – blocks human secretory acid sphingomyelinase; P17405; placental ASM, HMU-PC fluorogenic substrate, 60 min; Potency, µM (doses to about 57.5 µM), for the others: at the top dose activity change, negative = inhibition, most hits filed as inhibitors; hit rate 0.006% among 340,000; AID 504937; note: potency is the fitted concentration of half-maximal effect
Target sequence (P17405 47-631 limits assumed): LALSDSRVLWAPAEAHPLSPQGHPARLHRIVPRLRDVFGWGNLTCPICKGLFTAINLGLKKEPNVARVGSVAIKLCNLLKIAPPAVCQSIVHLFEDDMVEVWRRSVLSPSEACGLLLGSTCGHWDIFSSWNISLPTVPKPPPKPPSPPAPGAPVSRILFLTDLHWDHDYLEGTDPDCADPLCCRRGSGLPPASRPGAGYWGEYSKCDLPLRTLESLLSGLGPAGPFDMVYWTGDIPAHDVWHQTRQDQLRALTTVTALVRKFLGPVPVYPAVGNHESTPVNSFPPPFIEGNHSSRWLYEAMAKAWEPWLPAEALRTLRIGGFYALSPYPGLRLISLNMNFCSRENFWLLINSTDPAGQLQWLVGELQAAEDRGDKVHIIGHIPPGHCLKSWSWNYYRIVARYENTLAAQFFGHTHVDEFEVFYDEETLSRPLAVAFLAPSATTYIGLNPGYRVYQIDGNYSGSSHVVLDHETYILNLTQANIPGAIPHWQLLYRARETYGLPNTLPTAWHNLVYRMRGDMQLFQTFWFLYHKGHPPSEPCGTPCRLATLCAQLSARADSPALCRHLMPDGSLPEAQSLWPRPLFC
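qHTS format. ASM enzyme prepared from human placenta hydrolyses the fluorogenic substrate HMU-PC0 (9 uM final) over 60 min at 37 °C after a 10 min compound preincubation.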
CXXC DNA block – MLL CXXC-DNA interaction inhibition. Q03164. MLL-CXXC / FITC-HOXA9 DNA fluorescence polarization. Potency, µM (series often up to 115 µM), for inactives: at the top dose activity change, negative = inhibition, actives largely listed as inhibitors. hit rate 0.037% among 290,000; active = well fitted inhibition curve with a large enough effect in the polarisation, with a control signal flat, not every such curve was filed as active; inconclusive = small, poorly fitted or top-dose-only effect, or effect the other way, or a change in a side signal; inactive = no such curve, though single readings can be large or run the other way; the % refers to the polarisation; note: potency is the fitted concentration of half-maximal effect
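Steps: dispense CXXC domain solution (7 uM) → pin compounds or unlabeled HOX-A9 DNA control → 5 min ambient → add FLSN-HOX-A9 solution (50 nM) → spin → 30 min ambient → fluorescence polarization. Tris pH 7.5/NaCl/DTT/BSA buffer.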
AT treatment – candidate therapy for ataxia-telangiectasia | […] A-T fibroblasts, KAP-1 phosphorylation AlphaLISA; neocarzinostatin DNA damage 30 min before lysis | Potency, µM (highest dose often 57.5 µM), for inactives: top-dose activation, hits mostly activators | hit rate 0.19% among 320,000 | AID 485349; note: potency is the fitted concentration of half-maximal effect; % of control where 0% means no effect; nearly all actives have a fitted effect of over 45% in size
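ATM-like activity read as KAP-1 phosphorylation via AlphaLISA donor/acceptor antibody pairs after lysis and 6 hr at 25C. Cells were ATM-null patient fibroblasts ([…], hTERT), dosed 60 min, then exposed to the DSB inducer NCS for 30 min.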
PTAP TSG101 blk – blocks PTAP/TSG101 interaction to inhibit HIV-1 budding; Fluorescence polarization, FITC-PTAP peptide / Tsg101 binding; Potency, µM (series often up to 115 µM), for the others: top-dose activity change, negative = inhibition, most hits filed as inhibitors; 340,000 tested, under 10 active; AID 493005; active = well fitted inhibition curve with a large enough effect in the main read-out, with a control signal flat, not every such curve was filed as active; inconclusive = small, poorly fitted or top-dose-only effect, or effect the other way, or a change in a side signal; inactive = no such curve, though single readings can be large or run the other way; note: potency is the fitted concentration of half-maximal effect; % of control where 0% means no effect
Target sequence (Q99816 whole entry, looked up): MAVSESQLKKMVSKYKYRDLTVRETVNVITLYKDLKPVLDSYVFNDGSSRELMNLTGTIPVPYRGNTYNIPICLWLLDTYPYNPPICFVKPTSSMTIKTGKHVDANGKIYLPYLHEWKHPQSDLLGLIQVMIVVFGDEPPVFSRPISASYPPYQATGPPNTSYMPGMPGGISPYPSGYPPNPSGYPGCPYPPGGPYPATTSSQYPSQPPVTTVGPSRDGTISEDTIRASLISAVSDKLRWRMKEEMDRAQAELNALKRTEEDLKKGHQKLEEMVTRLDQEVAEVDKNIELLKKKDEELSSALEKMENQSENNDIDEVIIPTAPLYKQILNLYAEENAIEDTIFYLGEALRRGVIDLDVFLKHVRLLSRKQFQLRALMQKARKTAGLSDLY
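Steps: Tsg101 binding domain dispensed (10 uM final), compounds pinned in DMSO, FITC-labeled PTAP-motif peptide added (50 nM final); after 20 min binding at room temperature, polarization measured.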
An asterisk follows results filed as active; ? = inconclusive; . = no result given; [ ] = dose if it differs, or a comment. Unless noted, calls come from the whole dose curve; as a rule, active = well fitted curve in the direction sought with a large enough effect; inconclusive = small, poorly fitted or top-dose-only effect, or another doubt; inactive = no such curve, though single readings can be large; an effect the other way counts as inactive or inconclusive. A portion of the library. The share of hits here may be higher or lower than overall.

SMILES	TSHR antag	Menin-MLL TR inh	TCR activator	Mito fusion yeast	MBNL1 CUG block	Integrin act MD	S-ASM inh	CXXC DNA block	AT treatment	PTAP TSG101 blk
COc1cccc(/C=N/n2c(C)nc3ccccc3c2=O)c1O	-11	9%	8%	-2%	11%	1%	-4%	8%	2%	-8%
CC(C)CNS(=O)(=O)c1ccc(NC(=O)Cn2nc(-c3ccc(F)cc3)ccc2=O)cc1	2	17%	0%[46.1 µM]	2%	14%	24%	-2%	6%	-6%	3%
C=CCNC(=O)C1CCN(S(=O)(=O)c2cccs2)CC1	0	.	1%	0%	0%	21%	3%	14%	2%	0%
O=C(NCc1ccccn1)C1CC(c2ccc(Cl)c(Cl)c2)=NO1 (configuration not stated)	-13	-21%	-9%	-2%	3%	-1%	-1%	19%	1%	1%
CCNC(=S)NNC(=O)c1csc2c1CCCC2	29	-3%	-2%	-6%	-5%	6%	5%	-8%	-3%	-7%
CCC(CO)Oc1cc(NC(=O)c2ccccc2N)c2ncn(C(C)C)c2c1 (configuration not stated)	11	.	-2%	.	.	2%	37%[activator]	.	0%	-2%
Clc1ccccc1Cn1nnc2c(Nc3ccccc3)ncnc21	-19	1%	5%	-2%	1%	11%	-7%	-1%	1%	-3%
O=C(N/N=C/c1c[nH]c2ccccc12)C1CC(=O)N(c2ccccc2)C1 (configuration not stated)	11	2%	-2%	-2%	-2%	5%	-4%	0%	-2%	-4%
CN(Cc1ccccc1)C(=O)CCn1c(=O)c2cccn2c2cccnc21	8	.	-2%	22%	10%	18%	-1%	8%	-2%	-5%
Cc1ccc(Cn2nc(C)c(NC(=O)c3cc(-c4ccco4)on3)c2C)cc1	-2	-3%	7%	0%	0%	-19%	-1%	-2%	0%	5%
Cc1ccc(C(=O)OCC(=O)N2c3ccccc3NC(=O)C2(C)C)cc1S(=O)(=O)N1CCCCC1	-3	.	1%	.	.	-8%	-2%	.	16%	2%
CN1CCN(CCC(=O)Nc2ccc3c(c2)OCO3)CC1	-1	-3%	-4%[46.1 µM]	-5%	-9%	-3%	1%	2%	0%	-2%
CC(C)(O)[C@@H]1CC(=O)[C@]2(C)[C@H](CC[C@@]3(C)[C@H](c4ccoc4)OC(=O)[C@H]4O[C@]432)[C@@]1(C)/C=C\C(=O)O	-10	.	-2%	-1%	.	5%	6%	.	7%	-25%
Cn1c(=O)[nH]c(=O)c2c1nc(NCCCO)n2CCCc1ccccc1	2	3%	-8%	-3%	-13%	-2%	-1%	-2%	-13%	-2%
CN(C)C(=O)c1cc(C(=O)c2ccc(F)cc2F)c[nH]1	-3	4%	-1%	-11%	-1%	13%	3%	?	0%	-4%
Cc1cc(C)c2c(CN3CCN(Cc4ccc5c(c4)OCO5)CC3)cc(=O)oc2c1C	-2	?	-4%	-3%	-4%	-38%	-4%	-2%	11%	-1%
COc1ccc(C/C(N)=N/OC(=O)CCc2ccccc2)cc1	0	-1%	-6%	-11%	-2%	3%	-2%	-1%	5%	-1%
COc1ccc(-c2cc(C(=O)Nc3c(C)nn(Cc4ccc(Cl)cc4)c3C)no2)cc1	-3	?	0%	-2%	-9%	-29%	-1%	24%	.	-7%
Cc1nc(-c2cccc(S(=O)(=O)N3CCCCCC3)c2)cs1	5	-11%	-2%	0%	1%	20%	-3%	16%	6%	-7%
CC1CCN(CCCNC(=O)CN2CCN(Cc3ccc(Cl)cc3)C2=O)CC1	9	-6%	1%	23%	-29%	-16%	-1%	10%	2%	1%
CCn1c2ccccc2c2nnc(SCC(=O)NC(CC(C)C)C(=O)OC)nc21 (configuration not stated)	0	5%	-2%	-1%	-5%	0%	1%	-9%	-1%	-5%
O=c1[nH]c(=O)n([C@H]2C[C@H](O)[C@@H](CO)O2)cc1I	-1	.	1%	0%	.	.	-2%	.	-4%	-2%
COC(=O)c1ccc(NC(=O)COC(=O)CCC2CCCC2)cc1	17	.	8%	9%	.	42%	-9%	.	11%	-3%
COc1ccc(-c2cc3c(=O)n(CC(=O)NCCN4CCCC4)nc(C)n3n2)cc1	-4	.	8%	0%	-7%	?	-2%	2%	-1%	-2%
CC(C)(C)NC(=O)CN(C(=O)CS(=O)CC(=O)Nc1ccc(F)cc1)c1ccccc1 (configuration not stated)	-2	10%	.	5%	-11%	-19%	1%	2%	-5%	.
C=CC[C@@H](CC(=O)N[C@@H](CO)Cc1ccccc1)C(=O)N[C@H](COC(=O)[C@@H](CC=C)Cc1ccc(F)cc1)Cc1c[nH]c2ccccc12	13	.	-11%	.	.	-29%	1%	.	8%	-6%
COc1ccc(CCC(=O)NC(C)C2CCCO2)cc1 (configuration not stated)	0	-6%	-3%	1%	4%	0%	2%	-1%	-2%	-1%
CCCCCOc1ccc(N2C(=O)C3C4C=CC(C3C2=O)N(C)C4=O)cc1 (configuration not stated)	-3	-2%	-2%[46.1 µM]	-6%	1%	-29%	-3%	0%	.	-9%
CCn1ccc(C(=O)NC2C(=O)N3C(C(=O)O)=C(C)CSC23)n1 (configuration not stated)	16	9%	2%	0%	-3%	21%	3%	6%	2%	-1%
O=C(COc1ccccc1)Nc1ccccc1C(=O)NCc1ccco1	13	0%	.	12%	5%	11%	3%	-4%	3%	-2%

Whole records as entered above:
CN(Cc1ccccc1)C(=O)CCn1c(=O)c2cccn2c2cccnc21 in the list: TSHR antag = 8; Menin-MLL TR inh = .; TCR activator = -2%; Mito fusion yeast = 22%; MBNL1 CUG block = 10%; Integrin act MD = 18%; S-ASM inh = -1%; CXXC DNA block = 8%; AT treatment = -2%; PTAP TSG101 blk = -5%
CC1CCN(CCCNC(=O)CN2CCN(Cc3ccc(Cl)cc3)C2=O)CC1 in the list: TSHR antag = 9; Menin-MLL TR inh = -6%; TCR activator = 1%; Mito fusion yeast = 23%; MBNL1 CUG block = -29%; Integrin act MD = -16%; S-ASM inh = -1%; CXXC DNA block = 10%; AT treatment = 2%; PTAP TSG101 blk = 1%
O=C(NCc1ccccn1)C1CC(c2ccc(Cl)c(Cl)c2)=NO1 (configuration not stated) in the list: TSHR antag = -13; Menin-MLL TR inh = -21%; TCR activator = -9%; Mito fusion yeast = -2%; MBNL1 CUG block = 3%; Integrin act MD = -1%; S-ASM inh = -1%; CXXC DNA block = 19%; AT treatment = 1%; PTAP TSG101 blk = 1%

(next part)
SMILES	TSHR antag	Menin-MLL TR inh	TCR activator	Mito fusion yeast	MBNL1 CUG block	Integrin act MD	S-ASM inh	CXXC DNA block	AT treatment	PTAP TSG101 blk
CCC(C)(C)NC(=O)CN(C(=O)CCC(=O)Nc1nccs1)c1ccc2c(c1)OCCO2	13	-14%	1%	-4%	-7%	8%	3%	-16%	0%	-4%
Cc1ccsc1/C=N/NC(=O)c1ccccn1	4	-7%	-1%[46.1 µM]	-2%	.	22%	-1%	-4%	3%	-4%
CCOc1ccc(NS(=O)(=O)c2ccc(C(=O)N(C)Cc3cccc(OC)c3OC)cc2)cc1	-11	.	5%	5%	-4%	-34%	-4%	13%	1%	-3%
COc1ccccc1NS(=O)(=O)c1cccc(C(=O)NNC(=O)C(NC(N)=O)C(C)C)c1 (configuration not stated)	1	.	0%	1%	-1%	18%	-1%	-7%	-4%	-2%
CC(=O)c1ccc(N2CCN(C(=O)C3CCC3)CC2)cc1	-6	?	3%	-2%	5%	15%	3%	6%	6%	1%
COc1ccc(S(=O)(=O)C(C#N)c2nc3ccccc3nc2N2CCC(C)CC2)cc1 (configuration not stated)	-15	?	.	7%	10%	.	.	-7%	-1%	.
CC1CCc2nc3sc4c(c3c(N)c2C1)CCCC4 (configuration not stated)	18	-22%	3%[46.1 µM]	-2%	27%	3%	-3%	10%	-3%	-9%
CN(Cc1cccs1)C(=O)c1cccc(S(=O)(=O)N2CCCCCC2)c1	1	.	7%	3%	.	10%	-4%	.	7%	-2%
COc1cc(OC)cc(C(=O)N2CCN(Cc3ccccc3C(F)(F)F)CC2)c1	0	-19%	3%	0%	-2%	-27%	1%	-19%	4%	-3%
CCSc1nnc(NC(=O)CCC2CCCCC2)s1	.	.	-1%	.	.	-24%	-2%	.	.	-4%
O=C(NCCO)C(=O)NCC1CCCN1S(=O)(=O)c1cccs1 (configuration not stated)	-2	.	1%	-5%	.	8%	3%	.	0%	-5%
CCCCCCC(=O)Nc1ccc(C(=O)N/N=C/c2cccnc2)cc1	-5	11%	5%	3%	4%	12%	-1%	6%	-1%	-4%

Bioassay records from PubChem BioAssay.
